Compound activity as filed in PubChem BioAssay.
ERK EGF block = qHTS Assay for Inhibitors of the ERK Signaling Pathway using a Homogeneous Screening Assay; Stimulation with EGF | HEK293-V1b, EGF-stimulated phospho-ERK AlphaScreen | Potency, µM (series often up to 11.5 µM), for the others: at the top dose activity change, negative = inhibition, most hits filed as inhibitors | 130,000 tested, 0.41% active | AID 1454, 2008; active means well fitted inhibition curve with a large enough effect; inconclusive means small, poorly fitted or top-dose-only effect, or effect the other way;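 further: plate controls were stimulated vehicle wells for no effect and unstimulated vehicle basal for full effect; nearly all actives have a fitted effect of over 55% in size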
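HEK293 cells stably expressing V1b receptor, serum-reduced (1% FBS) overnight, got compound for 30 min at 37C, then 25 nM EGF for 5 min. Lysate phospho-ERK read by AlphaScreen SureFire; AC50 from Hill fits.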
* hit, by the source's call; ? = inconclusive; & = joins results of further samples; [ ] = dose if it differs, or a comment. Potency means the concentration at half of the fitted maximal effect. A portion of the library, so the mix of outcomes need not match the whole.

SMILES	ERK EGF block
CC(CC(=O)O)CC(=O)Nc1nncs1 (stereo not drawn)	-10%[57.5 µM]
CCN(c1ccccc1)S(=O)(=O)c1ccc(C(=O)Nc2nnc(C3CC3)o2)cc1	11%
CCc1nnc(NC(=O)CSc2nc(-c3ccccc3)cc(-c3ccc(OC)cc3)c2C#N)s1	-14%
CC1CCN(CC(CS(=O)(=O)c2ccc([N+](=O)[O-])cc2)N2CCC(C)CC2)CC1 (stereo not drawn)	?
Cn1c(=O)c2c(nc(OCCc3ccccc3)n2C)n(C)c1=O	-7%[57.5 µM]
O=C(Oc1c(CN2CCOCC2)cc(Cl)c2cccnc12)c1ccccc1F	0%
CN(CCC#N)C(=O)COC(=O)/C=C/c1ccc2c(c1)OCO2	4%
O=C(O)CC1(O)C(=O)N(Cc2ccccc2)c2ccccc21 (stereo not drawn)	-11%
Cc1nnc(SCC(=O)Nc2ccccc2C(=O)NC2CC2)s1	0%
Cc1nc(N/N=C/c2ccc(O)cc2)c2cnn(-c3ccccc3)c2n1	?
Cc1ccc(Cn2cnc3c(cnn3-c3ccc(F)cc3)c2=O)cc1	-2%[57.5 µM]
CCCCOc1ccc(C(=O)N/C(=C\c2ccc([N+](=O)[O-])cc2)C(=O)OCc2ccco2)cc1	13%
O=C(CN1CCN(c2ccccc2O)CC1)NNC(=O)c1ccc(Cl)cc1	5%
CCOC(=O)Cc1ccc(NCc2ccc(Cl)cc2)cc1	-9%
CCOC(=O)CN1CC23C=CC(O2)C(C(=O)Nc2ccc4c(c2)OCO4)C3C1=O (stereo not drawn)	-4%
O=C(NCC(O)CN1CCOCC1)c1ccc([N+](=O)[O-])cc1 (stereo not drawn)	-3%
O=c1c2cccnc2nc2n1CCCCC2	-1%
Cc1cc(C)c(C#N)c(SCC(=O)C2CC2)n1	-1%[57.5 µM]
Cc1ccc2oc(=O)n(CC(=O)OC(C)C)c2c1	-8%
Cc1ccc(C(=O)COC(=O)c2ccccc2NC(=O)c2ccccc2)cc1[N+](=O)[O-]	3%
CCCC(=O)NC(Nc1c(C)n(C)n(-c2ccccc2)c1=O)C(Cl)(Cl)Cl (stereo not drawn)	-1%
CCC(=O)Nc1ccc(-c2nnc(SCC(=O)NCC3CCCO3)n2C)cc1 (stereo not drawn)	-2%
O=C1/C(=C/c2cccnc2)SC(=S)N1C1CCS(=O)(=O)C1 (stereo not drawn)	-6%
Cc1cc(=O)oc2cc(OC(=O)c3ccccc3)ccc12	-15%[57.5 µM]
CCOc1cccc(N2C(=O)CC(NNC(=O)c3ccc(Br)o3)C2=O)c1 (stereo not drawn)	-4%[57.5 µM]
Cc1ccc(C(=O)N/C(=C/c2ccccc2)C(=O)NC(Cc2ccccc2)C(=O)O)cc1 (stereo not drawn)	-5%
Cc1ccsc1/C=N/n1c(C2CCCCC2)n[nH]c1=S	3%
O=C(c1ccco1)N1c2ccccc2Sc2ccccc21	7%
CC1(C)SC2C(NC(=O)C(C(=O)O)c3ccccc3)C(=O)N2C1C(=O)O (stereo not drawn)	2%
NC(=O)C1CCN(C(=O)COc2ccc(Nc3ccccc3)cc2)CC1	-20%[57.5 µM]
COc1ccccc1CNc1ncnc2ccc(-c3ccc(N(C)C)cc3)cc12	15%
O=c1cnnc(N/N=C/c2ccccn2)[nH]1	8%[57.5 µM]
c1ccc2c(c1)Sc1ccccc1-n1cnnc1-2	-1%
CC(=O)c1ccc(OCc2ccc(Oc3c(Cl)cccc3[N+](=O)[O-])cc2)cc1	3%
CCOCc1nnc(NC(=O)c2ccc(OC)cc2)s1	5%
Cn1c(NC(=O)/C=C\c2ccccc2)cc(=O)n(C)c1=O	2%
Nc1nnn(CC(=O)N/N=C/c2cccc(Cl)c2)n1	-13%[57.5 µM]
Cc1nc(-c2ccccc2)sc1C1(C)CC(c2ccc(OC(F)(F)F)cc2)=NO1 (stereo not drawn)	12%[57.5 µM]
C/C(=N\Nc1ccc(S(=O)(=O)Nc2ccc(Cl)cc2)cc1[N+](=O)[O-])c1ccc(N2CCOCC2)cc1	?
CC[N+](C)(CC)CC(=O)Nc1c(C)cccc1C	5%
COc1ccc(-c2nc3ccc([N+](=O)[O-])cc3o2)cc1	-5%
CCOC(=O)c1c(OCCO)nn(-c2ccc(Cl)cc2)c1N	-5%
CC(C)=C1C(=O)C(c2ccccc2)=C2CN3C(=O)N(CCc4ccccc4)C(=O)[C@]3(C)[C@H]21	?
Cc1ccccc1OC1C(=O)N(CC2CCCO2)C1c1ccc2c(c1)OCO2 (stereo not drawn)	-6%
CCCCc1ccc(NC(=O)COc2ccc(C(=O)Nc3ccccc3OCC)cc2)cc1	0%
CC(C)(C)C(=O)/C(=C\c1ccc([N+](=O)[O-])cc1)n1cncn1	6%
Cc1[nH][nH]c(=O)c1C=NCc1cccnc1	9%
Nc1nnc(SCC(=O)c2cccc([N+](=O)[O-])c2)s1	-1%
CC(=O)c1c(C(C)=O)c(C)n(-c2ccc3ncccc3c2)c1C	-6%
O=C(CNc1ccc(F)cc1)N/N=C1\CCc2ccccc21	-6%
Cn1cccc1C(=O)NS(=O)(=O)c1ccccc1Cl	14%
COC(=O)[C@@]1(Cc2ccc(OC)cc2)[C@H]2c3cc(C(=O)N(C)C)n(Cc4ccc(OC(F)(F)F)cc4)c3C[C@H]2CN1C(=O)c1ccccc1	-9%&-6%
O=C(C1CCC1)N1CCN(c2ccnc3cc(Cl)ccc23)CC1	-1%[57.5 µM]
COc1ccc(NC(=O)Nc2ccncc2)c(OC)c1	-2%
COc1ccc(OCC(=O)N/N=C/C=C/c2ccccc2)cc1	6%
COc1ccc(N2C(=O)CC(Nc3ccc(C(=O)O)cc3)C2=O)cc1OC (stereo not drawn)	6%
CCC(=O)n1nc(-c2cccnc2)nc1NCc1cccs1	0%
C(=N\Nc1nnnn1-c1ccccc1)/c1ccncc1	1%
COc1ccc(C(C)=O)cc1CSc1nnc(Nc2ccc(C)cc2)s1	5%
Cc1cccc(NC(=S)N/N=C/c2c[nH]c3ccccc23)c1	?

2 successive entries out of the list so far, for reference:
SMILES	ERK EGF block
COc1ccc(-c2nc3ccc([N+](=O)[O-])cc3o2)cc1	-5%
CCOC(=O)c1c(OCCO)nn(-c2ccc(Cl)cc2)c1N	-5%

Following part:
SMILES	ERK EGF block
CC(C)(C)OC(=O)NCCCC[C@@H](C(=O)N1CCN(C(=O)OC(C)(C)C)CC1)n1cc(C(CO)NC(=O)OC(C)(C)C)nn1 (stereo partly drawn)	8%[57.5 µM]
Cc1cc(=O)c2ccc(C(F)(F)F)cc2[nH]1	7%[57.5 µM]
COc1ccc(N2CCN(C(=O)CCN3C(=S)NC(C)(C)CC3C)CC2)cc1 (stereo not drawn)	6%
Cc1ccc(CN(C(=O)c2sc3ccccc3c2Cl)C2CCS(=O)(=O)C2)cc1 (stereo not drawn)	4%
COc1cc(/C=C/C(=O)O)cc(S(=O)(=O)NC2CCCC2)c1OC	2%[57.5 µM]
COc1ccc(-c2nc(-c3cccnc3)no2)cc1	1%[57.5 µM]
CCOc1cc(CNn2cn[nH]c2=S)cc(Cl)c1OCc1ccccc1F	-1%
COc1ccc(C(=O)NNC(=O)CSc2nnc(-c3cccnc3)n2C)cc1	-1%
O=C(CC1C(=O)NCCN1CC1CCCCC1)NCc1cccc(F)c1F (stereo not drawn)	5%
CC(=O)Nc1ccc2oc(C)nc2c1	-4%
CCOC(=O)c1cnc2c(OC)cccc2c1Nc1ccc2c(c1)OCCO2	1%
O=C1CC(N2CCN(c3ccccn3)CC2)C(=O)N1c1ccc(Cl)cc1 (stereo not drawn)	-8%
COc1cc(CN(C(=S)NCC(=O)O)C2CCCC2)cc(OC)c1OC	-4%
C/C(=N\NC(=O)c1ccc(CN2CCc3ccccc3C2)cc1)c1ccccc1O	?
O=C(CNC(=O)c1ccccc1F)N/N=C/c1cc(Br)ccc1OCc1ccccc1	10%
O=C(CCCCn1c(=O)c2ccccc2n(Cc2ccccc2F)c1=O)NC1CCN(Cc2ccccc2)CC1	?
C=CCN1C(=O)C(Cc2cccc(Cl)c2)SC1=Nc1ccc(C(=O)O)cc1 (stereo not drawn)	12%[57.5 µM]
Cc1ccc(S(=O)(=O)N2CCN(c3nccnc3C#N)CC2)cc1	-5%[57.5 µM]
CC(=O)Nc1ccccc1/C=C/c1ccc2c(C)cc(C)c(O)c2n1	3%
COc1cc(NC(=O)Cn2nc(-c3ccc(F)cc3)ccc2=O)ccc1-n1cnnn1	3%

Arranged by SMILES length (lowest first): 18 of the compounds above
SMILES	ERK EGF block
CC(=O)Nc1ccc2oc(C)nc2c1	-4%
c1ccc2c(c1)Sc1ccccc1-n1cnnc1-2	-1%
COc1ccc(NC(=O)Nc2ccncc2)c(OC)c1	-2%
CC[N+](C)(CC)CC(=O)Nc1c(C)cccc1C	5%
Nc1nnn(CC(=O)N/N=C/c2cccc(Cl)c2)n1	-13%[57.5 µM]
O=C(CNc1ccc(F)cc1)N/N=C1\CCc2ccccc21	-6%
CCOC(=O)c1c(OCCO)nn(-c2ccc(Cl)cc2)c1N	-5%
Cn1c(=O)c2c(nc(OCCc3ccccc3)n2C)n(C)c1=O	-7%[57.5 µM]
O=C(CC1C(=O)NCCN1CC1CCCCC1)NCc1cccc(F)c1F (stereo not drawn)	5%
NC(=O)C1CCN(C(=O)COc2ccc(Nc3ccccc3)cc2)CC1	-20%[57.5 µM]
COc1ccccc1CNc1ncnc2ccc(-c3ccc(N(C)C)cc3)cc12	15%
CCC(=O)Nc1ccc(-c2nnc(SCC(=O)NCC3CCCO3)n2C)cc1 (stereo not drawn)	-2%
C/C(=N\NC(=O)c1ccc(CN2CCc3ccccc3C2)cc1)c1ccccc1O	?
CC(C)(C)C(=O)/C(=C\c1ccc([N+](=O)[O-])cc1)n1cncn1	6%
Cc1ccc(CN(C(=O)c2sc3ccccc3c2Cl)C2CCS(=O)(=O)C2)cc1 (stereo not drawn)	4%
CCN(c1ccccc1)S(=O)(=O)c1ccc(C(=O)Nc2nnc(C3CC3)o2)cc1	11%
CCc1nnc(NC(=O)CSc2nc(-c3ccccc3)cc(-c3ccc(OC)cc3)c2C#N)s1	-14%
CCCCOc1ccc(C(=O)N/C(=C\c2ccc([N+](=O)[O-])cc2)C(=O)OCc2ccco2)cc1	13%

(listing goes on)
SMILES	ERK EGF block
CC(C)C[C@H](NC(=O)NCCC1=CCCCC1)C(=O)O	?
Cc1ccc(NC(=O)c2c3c(nc4ccccc24)CCC3)cc1S(=O)(=O)N(C)C	-1%[57.5 µM]
O=C(N=NC(=O)c1ccco1)c1ccc2c(O)n(N3C(=O)c4ccccc4C3=O)c(O)c2c1	9%
CC(=O)Nc1ccc(N(CC(O)Cn2c3ccccc3c3ccccc32)S(=O)(=O)c2ccc(C)cc2)cc1 (stereo not drawn)	18%
O=C1C2=C(C(c3ccccc3)=NCCN2)C(c2cccc([N+](=O)[O-])c2)N1c1ccccc1 (stereo not drawn)	0%
CCOC(=O)N1CCN(c2ccc(N3C(=O)CCCC3=O)cc2[N+](=O)[O-])CC1	-3%
O=C(COc1nncc2ccccc12)Nc1ccc(Br)cc1F	-2%
COCc1cc(/C=N\NC(=O)c2ccc(Cl)cc2)ccc1OC	3%
O=C(Cn1cc(/C=C\[N+](=O)[O-])c2ccccc21)Nc1ccccc1	?
O=C(Nc1nnc(-c2cccs2)o1)c1cc(-c2ccccc2)nc2ccccc12	3%
CC(=O)C1=C(O)C(=O)N(CCCn2ccnc2)C1c1ccc(Cl)cc1 (stereo not drawn)	-9%
Cc1ccc(N2C(N)=C(C#N)C(c3cc(CN4CCOCC4)cs3)C3=C2CC(C)(C)CC3=O)cc1 (stereo not drawn)	0%
COc1cc(NC(=O)COC(=O)c2n[nH]c3ccccc23)c(C)cc1[N+](=O)[O-]	-5%
O=C(COC(=O)CNC(=O)c1ccc(Br)cc1)NCCC1=CCCCC1	-3%
CCCCCCCC(=O)NC1=NC(=O)C(C)(C)S1	-16%[57.5 µM]
CCOC(=O)c1cnn(-c2nc(OCC)cc(OCC)n2)c1C	2%
O=S(=O)(NCc1cn2ccccc2n1)c1cc(F)ccc1F	-3%
CC(=O)N/N=C/c1c(C)[nH]n(-c2ccccc2)c1=O	9%
CCN1CCC(Nc2ccnc3cc(Cl)ccc23)CC1	-13%[57.5 µM]
CCn1c2ccccc2c2cc(NC(=O)CN(C)CC(=O)Nc3ccc(N4CCOCC4)cc3)ccc21	?
c1cncc(CSc2nnc3ccc(-c4ccco4)nn23)c1	-5%
Cc1ccccc1NC(=O)Cc1nnc(NC(=O)Nc2ccccc2F)s1	-10%[57.5 µM]
COCc1[nH]c(=S)[nH]c(=O)c1C	2%[57.5 µM]
Cc1cc(Nc2ccccc2)nc(NCc2ccccc2)n1	6%
COCCNc1ccc(N2C(=O)C3CCCCC3C2=O)cc1[N+](=O)[O-] (stereo not drawn)	-18%
COc1cc(C(=O)NCc2ccc3[nH]c(C)cc3c2)cc(OC)c1OC	-6%
O=C1C=C(O)c2ccccc2C1=O	-6%&16%
CCNC(=O)Oc1ccc[nH]c1=O	-42%[57.5 µM]
COc1ccc(CC(=O)Nc2ccc(C(N)=O)cc2)cc1	-10%[57.5 µM]
Cc1cc(N)nc2nc(C(F)(F)F)nn12	6%
COc1ccc(/C=N/NC(=O)/C(=C/c2ccccc2)CCO)cc1	6%
O=C(NCC(c1ccco1)N1CCCCC1)c1ccc(OCc2ccccc2)cc1 (stereo not drawn)	-6%[57.5 µM]
Cc1ccccc1N=C1c2ccccc2C(=O)C1[N+](=O)[O-] (stereo not drawn)	-11%
N/C(=N\OC(=O)COc1ccc([N+](=O)[O-])cc1)c1cccnc1	-5%
Cc1oc2ccc(OCc3ccc(F)cc3Cl)cc2c1C(=O)O	-9%[57.5 µM]
COc1cccc(/C=N/NC(=O)C(=O)NCc2ccco2)c1OC	8%
CCOC(=O)C(Cc1c(F)cccc1Cl)c1ccnc2nc(N)nn12 (stereo not drawn)	-6%
CCOC(=O)c1ccc(NS(=O)(=O)c2cc(-c3nnnn3CC)ccc2OC)cc1	8%
COc1ccc(C(=O)N2CCC3(CCN(C(=O)Nc4cccc(C#N)c4)CC3)CC2)cc1	11%
